# Source: PubChem (several laboratories)
# NadD inh: blocks S. aureus nicotinate mononucleotide adenylyltransferase; purified NadD enzyme, colorimetric absorbance read-out; inhibition, % at 20 µM; 360,000 compounds, 0.78% hits; AID 602399; in the data active = inhibition above about 26%; also: some compounds past the cut are filed as inactive
# Rpn11 inh: inhibitors of human proteasome Rpn11; O00487; human 26S proteasome, Ub4-pepOG fluorescence polarization; 20S core pre-blocked with epoxomicin; calls only at 20 µM; 360,000 compounds, 0.59% hits; AID 588493;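 active = inhibition at 20 µM, scaled to each plate's controls, above about 33%, limit read from the data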
# CSN inh: blocks human CSN-mediated cullin deneddylation; Purified CSN, SCF-Nedd8-OG deneddylation, fluorescence polarization; inhibition, % at 12.5 µM; 360,000 compounds, 0.38% hits;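 active = pattern-corrected inhibition above about 35%, with an unprinted fluorescence ratio check between 0.5 and 1.5, limit read from the data, passing the limit was not always enough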;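 also: 0% = enzyme with substrate and 100% = substrate without enzyme; some results filed as inactive read as strong as hits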
#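 Schedule: reaction 90 min, room temperature / Assay system: HEK293T-derived human Csn5 enzyme / Input: Csn5 at 0.24 nM final / Measure: inhibition of Csn5 cleavage, % / Control set: substrate-only high control, full reaction low control / Technique: fluorescence polarization of the substrate / Buffer or medium: Tris/NaCl/DTT buffer, pH 7.5 / Reagent: SCFSkp2-Nedd8OG substrate at 10 nM final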
# Neddylation inh: cullin neddylation inhibition. calls only at 25 µM. AID 651699. 360,000 compounds, 0.58% hits. P61081+Q13564. TR-FRET cullin neddylation, biochemical; in the data active = inhibition above about 36%
# DNMT1 block: inhibitors of human DNMT1; DNMT1 molecular beacon, Hinp1I cleavage, fluorescence; inhibition (reported as % activation of signal), % at 10 µM; 360,000 compounds, 0.83% hits; in the data active = inhibition above about 50%
# Rin1-Abl PPI inh: blocks binding of human Rin1 to Abl. inhibition, % at 7.35 µM. TR-FRET Rin1/Abl binding, biochemical. P00519+Q13671. 360,000 compounds, 0.4% hits. AID 588664; in the data active = inhibition above about 5%, passing the limit was not always enough
# SUMO1 PPI mod: alters human SUMO1 binding to SIM partners; P63165; SUMO1 binding to a labelled peptide, TR-FRET, 1 h; inhibition, % at 20 µM; 360,000 compounds, 0.33% hits; AID 602429; in the data active = inhibition above about 37%
# STEP block: blocks human striatal-enriched tyrosine phosphatase; P54829; AID 588621; 360,000 compounds, 0.25% hits; inhibition, % at 20 µM; recombinant STEP, OMFP fluorogenic substrate, fluorescence;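 active = inhibition at 20 µM, scaled per plate between control wells, above about 37%, limit read from the data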;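 also: 0% = DMSO with enzyme and substrate and 100% = substrate only without enzyme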
#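 material = STEP tyrosine phosphatase | reagent = fluorogenic phosphatase substrate OMFP at 25 µM final | doses = single compound dose of 20 µM, 1% DMSO final | schedule = 20 min reaction, room temperature, in the dark | measured by = fluorescence, 480/540 nm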
# Scp1 inh: blocks human Scp-1 phosphatase activity. inhibition, % at 20 µM. Recombinant Scp1, phosphopeptide, malachite green phosphate absorbance. Q9GZU7. 340,000 compounds, 0.88% hits;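 active = inhibition above about 50% at 20 µM, limit read from the data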;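 also: plate controls were DMSO wells with enzyme for no effect and wells lacking enzyme for full effect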
#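 Times: enzyme reaction 45 min at room temperature, colour 5 min, stabilisation 30 min. Material: SCP-1 catalytic fragment, aa 76-261. Medium: Acidic Tris acetate buffer with magnesium and detergent. Signal: colorimetric free-phosphate detection, absorbance 630 nm. Read-out basis: % inhibition of SCP-1 phosphate liberation. Reagent: Phosphorylated 17-residue peptide substrate.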
# LMPTP block: blocks human LMPTP phosphatase | P24666 | 360,000 compounds, 0.22% hits | inhibition, % at 20 µM | AID 651560 | recombinant LMPTP-A, OMFP fluorogenic substrate, fluorescence intensity;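 active = compounds that cut the enzyme signal by at least half of the control window in the single-dose screen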;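 also: plate controls were DMSO wells with enzyme plus substrate for no effect and substrate without enzyme for full effect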
#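 Test system: LMPTP-A phosphatase enzyme. Amount: LMPTP-A at 0.625 nM final in the reaction. Reagent: OMFP substrate, 400 µM final. Times: 50 min at room temperature. Signal: endpoint fluorescence intensity from OMFP dephosphorylation. Read-out basis: % inhibition. Benchmarks: no-enzyme and uninhibited controls.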
# Active calls of the source: *; i = inactive; . = no result given; + = active, no number.
SMILES,NadD inh,Rpn11 inh,CSN inh,Neddylation inh,DNMT1 block,Rin1-Abl PPI inh,SUMO1 PPI mod,STEP block,Scp1 inh,LMPTP block
COc1ccc(C)cc1NC(=O)Nc1ccc2c(c1)CCC2,-1,i,-3,i,4,1,-3,-1,-8,2.5
CCCNS(=O)(=O)c1ccc(N2CCCC2=O)c([N+](=O)[O-])c1,-2,i,-2,i,-8,-1,-10,-4,-9,-1.1
CCCC(=O)NC(=S)Nc1ccccc1OC,-6,i,0,i,1,2,-2,1,0,-1.6
COc1cccc(C(=O)OC2CCN(C)CC2)c1,-6,i,2,i,-2,4,-2,1,-6,-1.0
COC(=O)C1=NN[C@H](C(=O)OC)[C@H]1c1ccccc1,-3,i,0,i,-2,-4,2,8,2,-1.7
CCOc1cc(NC(=O)C2CC2)c(OCC)cc1NC(=O)CCn1nnc2ccccc21,-1,i,-2,i,11,1,-1,63*,32,-0.5
Nc1nc(-c2cc3ccccc3o2)cs1,-5,i,-1,i,0,-2,-5,1,-7,5.4
CCN(CC)C(=O)c1ccc(S(=O)(=O)NCc2cccnc2)cc1,-4,i,5,i,0,-2,-4,-1,-3,-0.3
COC(=O)c1ccc(C(=O)OC)c(NC2=NS(=O)(=O)c3ccccc32)c1,-2,i,8,i,-1,-2,23,-1,-4,3.0
COc1cccc(/C=N/Nc2nc3ccccc3n3cnnc23)c1,2,i,-11,i,-5,-3,-3,2,-5,-1.3
CC1CCN(C(c2ccc(N(C)C)cc2)c2nnnn2Cc2ccc(F)cc2)CC1 (stereo not given),-3,i,-1,i,-6,0,-3,0,-7,0.5
CC(C)(C)c1nc(CN2CCCCC2)cc(CN2CCCCC2)c1O,-5,i,2,i,-3,-3,0,0,-7,-1.6
O=C(CCC(=O)N/N=C/c1ccccc1O)NCc1ccccc1,-4,i,-6,i,1,-4,3,-1,-11,0.1
CCc1nnc(NS(=O)(=O)c2ccc(N/C=C(\C=O)c3nc4cc(Cl)ccc4o3)cc2)s1,20,i,8,i,-5,-1,6,0,-1,2.1
O=S(=O)(c1cccc2nsnc12)N1CCc2ccccc21,-2,i,-2,i,4,3,-23,-1,-11,-0.7
Clc1ccc(CSc2cc3c(nn2)-c2ccccc2CC3)cc1,9,i,0,i,-4,-2,-2,4,9,5.5
CCCc1ccc(C(=O)NNc2cccc(C)c2)cc1,3,i,0,i,4,-1,-2,3,-3,0.9
CC(C)OCCCNC(=O)Cn1ncc2c(=O)oc3ccccc3c21,-4,i,-2,i,0,-1,-1,0,5,0.8
COc1ccc(N2CCN(C(CNC(=O)C(=O)NCc3ccc4c(c3)OCO4)c3ccco3)CC2)cc1 (stereo not given),3,i,0,i,-4,0,-2,1,-12,2.1
COc1ccnc2c1c(=O)n(Cc1cccc(Cl)c1)c(=O)n2C,0,i,3,i,0,-3,18,2,-2,-1.0
O=C(COC(=O)c1ccc2c(c1)OCCO2)Nc1ccc(F)cc1F,1,i,-3,i,-2,1,4,-1,-8,0.3
CC1CCN(S(=O)(=O)c2ccc3ncn(CC(=O)N4CCN(C)CC4)c(=O)c3c2)CC1,-5,i,-2,i,0,5,-1,0,5,1.7
COCc1ccc(C(=O)N2CCCC(Nc3ccc(F)c(F)c3)C2)s1 (stereo not given),3,i,2,i,-2,1,1,-4,-6,0.9
COC(=O)C1CCN(C(=O)COC(=O)c2ccc(=O)n(Cc3ccccc3)n2)CC1,-3,i,1,i,2,2,-12,-2,-4,-1.4
COc1ccc(Cc2ccccc2C(=O)O)cc1,-5,i,-2,i,3,2,1,-1,-2,0.1

# Reprinted from the part before: 4 entries, then new ones.
SMILES,NadD inh,Rpn11 inh,CSN inh,Neddylation inh,DNMT1 block,Rin1-Abl PPI inh,SUMO1 PPI mod,STEP block,Scp1 inh,LMPTP block
CC1CCN(S(=O)(=O)c2ccc3ncn(CC(=O)N4CCN(C)CC4)c(=O)c3c2)CC1,-5,i,-2,i,0,5,-1,0,5,1.7
COCc1ccc(C(=O)N2CCCC(Nc3ccc(F)c(F)c3)C2)s1 (stereo not given),3,i,2,i,-2,1,1,-4,-6,0.9
COC(=O)C1CCN(C(=O)COC(=O)c2ccc(=O)n(Cc3ccccc3)n2)CC1,-3,i,1,i,2,2,-12,-2,-4,-1.4
COc1ccc(Cc2ccccc2C(=O)O)cc1,-5,i,-2,i,3,2,1,-1,-2,0.1
COc1cc2ccnc(C=O)c2cc1OC,1,i,-2,i,2,-4,-20,0,.,-0.9
CC(C)CNS(=O)(=O)c1cc2c3c(c1)CCC(=O)N3CCC2,3,i,-1,i,2,0,-7,-2,7,-1.4
O=C(CN1C(=O)CSc2ccc(S(=O)(=O)N3CCOCC3)cc21)NCCCN1CCc2ccccc2C1,-4,i,1,i,-10,3,-4,-2,4,1.1
O=C(Cn1cnc2c(OCc3ccccc3)ncnc21)NCc1ccccc1,-5,i,-3,i,8,0,1,0,4,-1.7
CCOc1ccc(NC(=O)CN2C(=O)CSc3ccc(S(=O)(=O)N4CCOCC4)cc32)cc1,-3,i,0,i,-4,0,0,-1,8,1.9
O=C(CCCc1c[nH]c2ccccc12)Nc1ccc(S(=O)(=O)Nc2ncccn2)cc1,-5,i,4,i,-4,0,1,-4,-12,1.1
S=C(Nc1ccccc1)N(CCN1CCOCC1)Cc1cccc(Cl)c1,-6,i,-5,i,-5,2,-4,2,-7,-0.6
CC1(C)C(/C=C/C=C/C=C/C=C2\N(CCCCS(=O)(=O)O)c3ccc4ccccc4c3C2(C)C)=[N+](CCCCS(=O)(=O)[O-])c2ccc3ccccc3c21,67*,i,83,i,88*,9,110*,12,49,29
CCOc1cc(C2C3=C(CC(C)(C)CC3=O)N(CCCOC)C3=C2C(=O)CC(C)(C)C3)ccc1O,-1,i,-2,i,-7,0,-10,-1,0,0.2
COc1cccc(NC(=O)CN(C)C(=O)c2ccc(S(=O)(=O)Nc3ccccc3F)cc2)c1,-8,i,0,i,0,1,8,-2,-7,0.0
O=c1ccc(NS(=O)(=O)c2ccccc2)cn1Cc1ccc(Cl)c(Cl)c1,0,+,7,i,-18,1,-10,4,-11,1.1
Cc1cccc(NC(=O)C2CC(O)CN2C(=O)Oc2ccccc2)c1 (stereo not given),3,i,1,i,-1,4,-4,2,0,0.1
CNS(=O)(=O)c1ccc(C(=O)NCC(=O)NCCc2ccc3c(c2)OCCO3)cc1,4,i,-1,i,0,3,-5,1,-3,-1.3
O=S(=O)(c1ccc(N2CCN(Cc3ccccc3)CC2)nc1)N1CCCC1,0,i,2,i,3,0,0,-1,-5,-0.8
C/C(N)=C(/C#N)C(=O)COC(=O)c1cccc(O)c1,-4,i,-3,i,-2,0,-4,0,-4,-0.9
CC1Sc2ccc(S(=O)(=O)CCC(=O)N(C)Cc3ccco3)cc2NC1=O (stereo not given),-3,i,3,i,0,1,3,2,-5,-1.0
Cc1ccc(C(=O)NN2CC(O)=C(c3nc(-c4cccc([N+](=O)[O-])c4)cs3)C2=N)cc1,33*,i,-2,i,80*,3,1,20,75*,13
COc1ccc(-c2cc(C(F)(F)F)nc(SCC(=O)NCCN3CCOCC3)n2)cc1OC,6,i,6,i,1,-1,-3,-1,-6,0.0
O=C(NC(=S)N1CCN(c2ccc(F)cc2)CC1)c1ccccc1,-2,i,2,i,-3,5,4,1,.,-0.9
CCCN1CCC(=O)N([C@H](CSc2ccccc2)CC(C)C)CC1,0,i,-1,i,3,-2,2,-4,-3,0.6
COc1ccccc1N1CCN(C2CCN(S(=O)(=O)c3ccc4ccccc4c3)CC2)CC1,4,i,-2,i,-3,6,-7,-1,3,1.1
COC(=O)c1[nH]c2cc(OC)ccc2c1NC(=O)CCN1CCN(c2cccc(C)c2C)CC1,-1,i,1,i,-9,0,-6,1,4,0.3
Cc1ccc(S(=O)(=O)NCc2cn3ccccc3n2)c(C)c1,0,i,3,i,1,-2,-5,-4,-7,0.3
Cc1ccc(C2OC3=C(C(=O)CC(C)(C)C3)C(N)=C2C#N)o1 (stereo not given),-2,i,3,i,1,-5,-1,-2,-3,0.4
O=C(c1sc2ccccc2c1Cl)N(Cc1cccs1)C1CCS(=O)(=O)C1 (stereo not given),-4,i,0,i,-2,-2,3,0,-12,0.7
# Additional records.
SMILES,NadD inh,Rpn11 inh,CSN inh,Neddylation inh,DNMT1 block,Rin1-Abl PPI inh,SUMO1 PPI mod,STEP block,Scp1 inh,LMPTP block
COc1nn(CC(=O)N2N=C(C(F)F)CC2(O)C(F)F)cc1[N+](=O)[O-] (stereo not given),5,i,1,i,-2,-4,-3,-2,-5,-0.1
O=[N+]([O-])c1ccc(-c2nc(NCc3ccccc3)c3ccccc3n2)cc1,7,i,14,i,33,4,-8,-1,11,39
CC(C)NC(=O)N[C@H]1C=C[C@H](CC(=O)NCc2ccc(Oc3ccccc3)cc2)O[C@@H]1CO,.,.,-1,i,.,.,-2,.,.,0.0
COC(=O)/C=C1\S/C(=N/NC(=O)c2ccc(OC)cc2)NC1=O,-1,i,3,i,3,0,-3,0,-10,-1.3
CC(C)OC(=O)CC12CN3CN(C1)CC(CC(=O)OC(C)C)(C3)C2=O,-1,i,-1,i,5,-2,0,-2,3,-1.0
O=C(c1ccc(F)cc1)N1CCCCC(S(=O)(=O)c2ccccc2)C1=O (stereo not given),-3,i,-3,i,-2,0,-2,-2,-3,-2.0
Cc1ccc(S(=O)(=O)N2CCN(C(=O)C3CC3C)CC2)c(C)c1 (stereo not given),-1,i,-5,i,-1,0,5,-1,-6,-1.8
COC(=O)Nc1ccc(S(=O)(=O)Nc2ncccn2)cc1,0,i,2,i,-4,0,2,0,-5,-0.9
NNC(=O)CN1C(CN2CCOCC2)=Nc2ccc(Br)cc2C1c1ccccc1 (stereo not given),1,i,0,i,-1,5,3,-1,-4,-0.4
COCCn1c(=NC(=O)/C=C/c2ccccc2)sc2cc(NC(C)=O)ccc21,0,i,-2,.,27,-3,0,2,1,-0.2
Nc1ccn(CC(=O)NCc2ccc3c(c2)OCO3)c(=O)n1,1,i,3,i,0,2,4,-2,-4,1.0
O=C(CN1C(=O)COc2ccccc21)N(Cc1ccccc1)Cc1ccccn1,-5,i,4,i,2,1,-3,1,-4,0.5
CN1CCN2c3ccccc3Cc3ccccc3C2C1 (stereo not given),4,i,-5,i,-2,1,0,0,11,-0.6
O=C(C1CCC1)N1CCN(S(=O)(=O)c2ccc(F)cc2)CC1,8,i,0,i,2,-1,-3,0,7,-1.4

# Outcome played no part in choosing rows. Share with any hit: about 3.8%.
